Screening data (PubChem BioAssay)
All columns: NCI-60 one-dose screen, growth in % after 48 h at 10 µM unless noted; 100 = growth as untreated, 0 = no growth, -100 = all killed.
SNB-75 = SNB-75 CNS cancer | 79,000 compounds, 5% hits | AID 1794750
SNB-19 = SNB-19 CNS cancer cells; 81,000 compounds, 2.5% hits
COLO 205 = COLO 205 colon cancer; 79,000 compounds, 7.3% hits; AID 1794742
HT29 = HT29 colon cancer; 81,000 compounds, 7.4% hits; AID 1794748
SW-620 = SW-620 colon cancer | 82,000 compounds, 5.2% hits
KM12 = KM12 colon cancer cells. 82,000 compounds, 5% hits. AID 1794800
HCC-2998 = HCC-2998 colon cancer | 79,000 compounds, 4.7% hits
HCT-116 = HCT-116 colon cancer | 82,000 compounds, 7.3% hits
HCT-15 = HCT-15 colon cancer. 82,000 compounds, 5.2% hits. AID 1794746
* marks the source's active call; other numbers are inactive results; nt = not tested or not shown; & = joins results of further samples. The calls were made as follows: active = growth percent below 10; inactive = the rest. The order is random; overall some 10% were active at least once.

#1 N=C(N)c1ccc(-c2ccc(-c3ccc(Cl)cc3)o2)o1
#2 O=C1NC(=O)/C(=C2\CCOC2=O)N1
#3 COc1ccc(OC)c(/C=C2/C=C(c3ccccc3)N(CCc3ccc(S(N)(=O)=O)cc3)C2=O)c1
#4 O=C1OCCN1CCO
#5 Clc1ccc(C(Cl)(c2ccc(Cl)cc2)C(Cl)(Cl)Cl)cc1
entry no.,1,2,3,4,5
SNB-75,70,79,81,96,98
SNB-19,-68*,97,98,104,96
COLO 205,-79*,111,102,102,96
HT29,-58*,109,96,101,70
SW-620,-70*,104,101,97,86
KM12,-85*,103,103,103,102
HCC-2998,-81*,118,103,105,91
HCT-116,-76*,100,67,95,80
HCT-15,-78*,95,94,101,92

Filtered by structure: the compounds so far containing a halogen.
#1 N=C(N)c1ccc(-c2ccc(-c3ccc(Cl)cc3)o2)o1
#5 Clc1ccc(C(Cl)(c2ccc(Cl)cc2)C(Cl)(Cl)Cl)cc1
entry no.,1,5
SNB-75,70,98
SNB-19,-68*,96
COLO 205,-79*,96
HT29,-58*,70
SW-620,-70*,86
KM12,-85*,102
HCC-2998,-81*,91
HCT-116,-76*,80
HCT-15,-78*,92

Next records follow.
#6 C#CCN1CC(=O)N2[C@@H](c3ccccc3)SC[C@H]2C1=O
#7 COC(CCc1ccccc1)OC
#8 COCc1cc2c(cn1)CN(C(=O)Nc1nc(-c3cncs3)ccc1N)C2
#9 Nc1cc2ccccc2c(=O)n1NC(=O)c1ccc(Cl)cc1
#10 Nc1nc(-c2ccccc2)c(N=Nc2ccc(Br)cc2)s1
entry no.,6,7,8,9,10
SNB-75,76,92,110,70,75
SNB-19,108,115,101,100,87
COLO 205,120,108,110,103,84
HT29,105,97,104,103,94
SW-620,104,103,110,nt,62
KM12,102,103,95,103,67
HCC-2998,109,107,103,108,107
HCT-116,110,110,92,103,81
HCT-15,99,95,105,108,60

#11 COc1cc(/C=C/C(=O)NCCn2c(C(F)(F)F)cc3ccccc32)cc(OC)c1OC
#12 CC/C(C)=C(\C)C(=O)O
#13 O=C(/C=C/Nc1ccccc1)c1cc2cc(Br)ccc2oc1=O
#14 COc1nc(OC)nc(-c2cnc3cc(OC)c(OC)c(OC)c3c2)n1
#15 CC(C)(C)n1nnnc1C(Nc1nccs1)c1cc2cccc3ccc4cccc1c4c32 (centres undefined)
entry no.,11,12,13,14,15
SNB-75,67&87,94,94,105,96
SNB-19,83&88,112,100,95,89
COLO 205,93&98,104,112,112,104
HT29,91&83,106,110,100,104
SW-620,88&92,105,101,107,99
KM12,91&95,103,100,106,101
HCC-2998,104&101,108,105,101,113
HCT-116,80&81,109,101,108,92
HCT-15,76&86,107,97,104,93

#16 CCC1C(=O)COC1=O (centres undefined)
#17 COc1ccc(/C=C/C(=O)c2c(C)oc3nc[nH]c(=O)c23)cc1
#18 CC/C(N)=N/S(=O)(=O)c1ccc(N)cc1
#19 Cc1nnc(NC(=O)c2nc(S(=O)(=O)Cc3ccc(F)cc3)ncc2Cl)s1
#20 CC12SCC(C(=O)NCc3ccccc3Br)N1C(=O)c1ccccc12 (centres undefined)
entry no.,16,17,18,19,20
SNB-75,91,84,97,79,92
SNB-19,99,96,104,93,101
COLO 205,100,108,102,-19*,112
HT29,63,98,103,24,83
SW-620,98,112,102,-60*,103
KM12,101,76,107,91,100
HCC-2998,107,101,96,99,97
HCT-116,86,79,91,-0.7*,105
HCT-15,103,80,96,11,96

Compound profiles, as listed above. Order of values: SNB-75, SNB-19, COLO 205, HT29, SW-620, KM12, HCC-2998, HCT-116, HCT-15
`Nc1cc2ccccc2c(=O)n1NC(=O)c1ccc(Cl)cc1` in the list: 70, 100, 103, 103, nt, 103, 108, 103, 108
`CC/C(C)=C(\C)C(=O)O` in the list: 94, 112, 104, 106, 105, 103, 108, 109, 107
`Clc1ccc(C(Cl)(c2ccc(Cl)cc2)C(Cl)(Cl)Cl)cc1` in the list: 98, 96, 96, 70, 86, 102, 91, 80, 92
`O=C(/C=C/Nc1ccccc1)c1cc2cc(Br)ccc2oc1=O` in the list: 94, 100, 112, 110, 101, 100, 105, 101, 97
`COc1ccc(OC)c(/C=C2/C=C(c3ccccc3)N(CCc3ccc(S(N)(=O)=O)cc3)C2=O)c1` in the list: 81, 98, 102, 96, 101, 103, 103, 67, 94

New compounds follow:
#21 COc1ccc(C2CC(c3ccccc3O)=NN2c2ccc(S(N)(=O)=O)cc2)cc1OC (centres undefined)
#22 C[C@]12CC[C@H]3[C@@H](CC=C4C[C@@H](O)CC[C@@]43C)[C@@H]1CC[C@@H]2c1ccn[nH]1
#23 COc1cccc(/C=C2\Oc3cc(OCCN4CCCC4)ccc3C2=O)c1
#24 C/C=C(/C)C(=O)O[C@@H]1[C@H](OC(C)=O)[C@@]2(CO)C(CC1(C)C)C1=CCC3[C@@]4(C)CC[C@H](O[C@@H]5O[C@H](C(=O)O)[C@@H](O[C@@H]6O[C@H](CO)[C@@H](O)[C@H](O)[C@H]6O)[C@H](O)[C@H]5O[C@@H]5O[C@H](CO)[C@@H](O)[C@H](O)[C@H]5O)[C@](C)(CO)C4CC[C@@]3(C)[C@]1(C)C[C@H]2O (some centres undefined)
#25 CC(=O)OCCC/C(=C/c1cc2ccccc2c2ccccc12)[N+](=O)[O-]
entry no.,21,22,23,24,25
SNB-75,53,104,87,68,-94*
SNB-19,72,110,102,87,-91*
COLO 205,101,119,94,81,-86*
HT29,74,107,35,88,-45*
SW-620,85,108,87,106,-88*
KM12,76,99,98,99,-99*
HCC-2998,95,86,83,92,-100*
HCT-116,50,83,78,91,-100*
HCT-15,77,98,67,98,-82*

#26 COc1cc(-c2cc(-c3nc4ccc(Cl)cc4[nH]3)[nH]n2)cc(OC)c1OC
#27 Cc1cc(C(=O)CSc2nc3ccccc3c(=O)[nH]2)c(C)n1C
#28 FC(F)(F)c1ccc(-c2cn3nc(-c4c[nH]c5ccccc45)sc3n2)cc1
#29 O=C(N/N=C/c1ccc(F)cc1F)c1cc(-c2nc3ccccc3[nH]2)nc2ccccc12
#30 O=C1CCC(c2ccccc2)N1c1ccccc1 (centres undefined)
entry no.,26,27,28,29,30
SNB-75,68,118,81,91,78
SNB-19,85,95,71,93,93
COLO 205,61,109,49,108,114
HT29,72,97,52,93,101
SW-620,79,102,74,104,103
KM12,47,97,41,99,105
HCC-2998,89,73,62,106,97
HCT-116,49,106,26,102,96
HCT-15,52,104,28,96,105

#31 N#CCc1nc(N)nc(Nc2ccc(S(N)(=O)=O)cc2)n1
#32 C=C(C)[C@@H]1CC[C@]2(C(=O)OC)CC[C@]3(C)[C@H](CC[C@@H]4[C@@]5(C)C/C(=C/c6ccccn6)C(=O)C(C)(C)[C@@H]5CC[C@]43C)[C@@H]12
#33 Cc1ccc(C(F)(F)F)cc1N1CCN(C(=O)[C@H]2C[C@H]2c2ccc(C(F)(F)F)nc2)CC1
#34 Nc1[nH]n2cc(-c3ccc(Br)cc3)nc2c1N=Nc1ccc(S(N)(=O)=O)cc1
#35 O=C(O)c1cc(N=C2C=CC(=C(c3ccccc3)c3ccc(Nc4ccc(Cl)c(C(=O)O)c4)cc3)C=C2)ccc1Cl
entry no.,31,32,33,34,35
SNB-75,68,79,92,36,66
SNB-19,96,99,91,74,110
COLO 205,117,127,92,72,104
HT29,116,97,80,66,101
SW-620,107,102,105,52,104
KM12,103,99,92,61,109
HCC-2998,110,95,101,67,114
HCT-116,100,89,93,38,100
HCT-15,101,91,93,37,105

#36 O=C1[C@H](CCC(O)c2ccc(F)cc2)[C@@H](c2ccc(O)cc2)N1c1ccc(F)cc1 (some centres undefined)
#37 O=C(CSC(=S)N1CCOCC1)NC(=O)c1ccccc1
#38 OCc1ccc(Cl)cc1Cl
#39 COc1ccc2cc(/C=C3\N=C(c4cc(OC)c(OC)c(OC)c4)OC3=O)c(OC)nc2c1
#40 CC(=O)Nc1ccc(-c2cn(-c3cccc(C(=O)Nc4cccc(C(F)(F)F)c4)c3)nn2)cn1
entry no.,36,37,38,39,40
SNB-75,84,98,102,98,97
SNB-19,99,109,98,95,106
COLO 205,107,111,107,117,107
HT29,97,102,99,99,91
SW-620,111,99,106,100,109
KM12,92,103,106,99,33
HCC-2998,90,110,111,102,99
HCT-116,76,88,110,98,85
HCT-15,81,105,110,99,101

#41 C=C1C(=O)C2CCC1C2 (centres undefined)
#42 COc1ccccc1C1OC2=C(Nc3ccccc3N2)C1=O (centres undefined)
#43 Cn1c(=O)c2[nH]c(CO)nc2n(C)c1=O
#44 Nc1nc(-c2ccc(Cl)cc2Cl)cc(-c2cc3cc(Br)ccc3oc2=O)n1
#45 CSc1nc(=O)n(-c2ccc3c(c2)OCCO3)c(=O)n1Cc1ccc(C(C)(C)C)cc1
entry no.,41,42,43,44,45
SNB-75,103,84,98&93,73,92
SNB-19,107,96,111&103,98,102
COLO 205,112,117,107&92,105,94
HT29,102,93,93&106,99,69
SW-620,101,106,102&90,95,106
KM12,97,102,103&96,97,88
HCC-2998,97,96,97&97,nt,102
HCT-116,105,91,103&97,87,68
HCT-15,100,98,99&96,99,82

#46 O=C1CCSC(=S)N1c1ccc(Cl)cc1
#47 Nc1c(C(=O)c2ccc(Cl)cc2)sc2nc(-c3cnccn3)cc(-c3cccs3)c12
#48 CCOC(=O)c1c2c(cn1Cc1ccc(C)cc1)-c1oncc1CC2
#49 O=c1ccc(Cl)n[nH]1
#50 CCOc1ccc2nc(C)cc(Nc3ccc(Br)cc3)c2c1
entry no.,46,47,48,49,50
SNB-75,94,87,84,108,90
SNB-19,94,102,83,102,101
COLO 205,102,121,120,124,96
HT29,104,112,108,117,78
SW-620,102,99,101,105,95
KM12,101,103,101,113,108
HCC-2998,99,106,116,nt,117
HCT-116,99,107,84,106,80
HCT-15,98,96,93,96,82

#51 O=C1CCC(NNC(=O)c2cccs2)N1 (centres undefined)
#52 N#Cc1ccc(Nc2cc(Cl)nc(N)n2)cc1
#53 CCOC(=O)c1sc(/N=C2\NC(=O)/C(=C/c3ccc(N4CCOCC4)cc3)S2)nc1C
#54 COc1cc(C=C2C(=O)NC(=S)NC2=O)cc(CN2CCCCC2)c1O
#55 O=C(O)c1cccc(C(=O)O)n1
entry no.,51,52,53,54,55
SNB-75,98,91,103,94,95
SNB-19,108,101,93,98,95
COLO 205,111,132,119,61,107
HT29,99,111,100,108,110
SW-620,104,105,113,109,96
KM12,99,93,97,107,104
HCC-2998,91,98,98,106,nt
HCT-116,96,102,100,103,113
HCT-15,98,95,104,107,93

#56 C/C(=N\NC(=S)Nc1ccccc1)c1ccccn1
#57 NC[C@@H]1CC[C@@H](N)[C@@H](O[C@H]2[C@H](O)[C@@H](O[C@H]3O[C@H](CO)[C@@H](O)[C@H](N)[C@H]3O)[C@H](N)C[C@@H]2N)O1
#58 CCN1CCN(CC(=O)N2c3cccc4cccc(c34)N(C(=O)CN3CCN(CC)CC3)C2c2cn(-c3ccccc3)nc2-c2cccc([N+](=O)[O-])c2)CC1
#59 CON=C1CCC(C(C)(C)C)CC1 (centres undefined)
#60 O=C1c2ccccc2C(=O)N1c1ccc2oc(=O)ccc2c1
entry no.,56,57,58,59,60
SNB-75,80,109,nt,95,85
SNB-19,43,117,8.0*,104,95
COLO 205,26,112,-67*,109,104
HT29,34,104,-41*,119,106
SW-620,35,118,-44*,101,99
KM12,30,111,23,104,101
HCC-2998,48,107,-49*,108,108
HCT-116,6.9*,101,-55*,98,103
HCT-15,28,104,-45*,99,105

#61 COc1cccc(/C(O)=C2\C(=O)C(=O)N(CCCn3ccnc3)C2c2cc(OC)c(OC)c(OC)c2)c1 (centres undefined)
#62 Cc1cc([N+](=O)[O-])cc(C)[n+]1[O-]
#63 CCOC(=O)c1cnc(=S)[nH]c1N
#64 CC(=O)CC(=O)Nc1cccc(NC(=O)CC(C)=O)n1
#65 O=[N+]([O-])c1ccc(N/N=C/c2ccccc2)cc1
entry no.,61,62,63,64,65
SNB-75,95,102,96,106,114
SNB-19,108,102,103,107,128
COLO 205,112,111,110,102,119
HT29,108,119,106,103,92
SW-620,99,95,109,108,107
KM12,99,93,126,119,90
HCC-2998,nt,nt,109,115,92
HCT-116,103,116,98,114,92
HCT-15,94,104,122,98,93

#66 Nc1ncc2ccc(F)cc2c1C#Cc1cncc(C(=O)NCCN2CCCCC2)c1
#67 S=C(S)NCCN1CCNC1=S
#68 N#Cc1ccc(NC(=O)COc2ccc(/C=C3\C(=O)Nc4cc(Cl)ccc43)cc2)cc1
#69 CC(c1ccccc1)N1CSc2nc(-c3ccccc3)c(-c3ccccc3)n2C1 (centres undefined)
entry no.,66,67,68,69
SNB-75,59,79,94,83
SNB-19,91,104,84,99
COLO 205,103,106,77,126
HT29,79,110,85,112
SW-620,106,101,68,111
KM12,65,102,73,96
HCC-2998,142,102,90,96
HCT-116,94,102,48,103
HCT-15,90,103,63,98
